Screens as filed in PubChem BioAssay.
thrombin 1536 – inhibitors of human thrombin | AID 1046 | alpha-thrombin, Boc-VPR-AMC fluorogenic substrate cleavage | actives 0.26% (n = 220,000) | inhibition, % at 5 µM;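 active means inhibition at or above 40%; inactive means inhibition below 40%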;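 further: 0% = enzyme with no compound and 100% = wells without enzyme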
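Material: human alpha-thrombin protein. Incubation: reaction at ambient temperature. Technique: fluorescence of released AMC, ex 355 nm, em 460 nm. Control set: no-compound enzyme wells and no-enzyme blanks. Also added: Boc-VPR-AMC substrate, 15 µM final. Buffer or medium: pH 7.5 Tris (50 mM) with NaCl 150 mM, Tween 20 0.05%.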
PPC-1+TRAIL kill – kills PPC-1 cancer cells in the presence of TRAIL; PPC-1 cells + TRAIL, ATPLite viability luminescence; cell killing (% activity), % at 4 µM; actives 0.41% (n = 220,000); AID 1443;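 active means cell killing above 50% in the first pass at 4 µM, then a duplicate retest at 5 µM averaging 50% or more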;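 further: plate controls were cells with TRAIL plus DMSO for no effect and medium-only wells lacking cells for full effect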
m-calpain inh – inhibitors of pig calpain II | purified calpain II, fluorogenic peptide substrate, 30 min | inhibition, % at 16 µM | actives 0.37% (n = 220,000) | AID 1236;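 active means inhibition above about 50%, limit read from the data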
Cl transport mod – modulators of human KCC2 chloride dependent transport; actives 2.2% (n = 190,000); KCC2 cells, thallium flux FluoZin-2 fluorescence; Q9H2X9; B-score of Tl+ flux slope (higher = more flux/activation; lower = inhibition) at 10 µM;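 active means thallium flux slope and its plate-corrected score both differing from the plate sample mean at a set confidence after two filtering rounds, in either direction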;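 further: slope of fluorescence scaled to starting intensity during 10 to 20 s after thallium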
Furin inh – blocks human furin protease activity. P09958. purified furin, fluorogenic substrate cleavage. inhibition, % at 30 µM. actives 0.061% (n = 220,000); in the data active means inhibition above about 25%; further: inactives centre near -15
Target sequence (P09958 108-714 limits assumed): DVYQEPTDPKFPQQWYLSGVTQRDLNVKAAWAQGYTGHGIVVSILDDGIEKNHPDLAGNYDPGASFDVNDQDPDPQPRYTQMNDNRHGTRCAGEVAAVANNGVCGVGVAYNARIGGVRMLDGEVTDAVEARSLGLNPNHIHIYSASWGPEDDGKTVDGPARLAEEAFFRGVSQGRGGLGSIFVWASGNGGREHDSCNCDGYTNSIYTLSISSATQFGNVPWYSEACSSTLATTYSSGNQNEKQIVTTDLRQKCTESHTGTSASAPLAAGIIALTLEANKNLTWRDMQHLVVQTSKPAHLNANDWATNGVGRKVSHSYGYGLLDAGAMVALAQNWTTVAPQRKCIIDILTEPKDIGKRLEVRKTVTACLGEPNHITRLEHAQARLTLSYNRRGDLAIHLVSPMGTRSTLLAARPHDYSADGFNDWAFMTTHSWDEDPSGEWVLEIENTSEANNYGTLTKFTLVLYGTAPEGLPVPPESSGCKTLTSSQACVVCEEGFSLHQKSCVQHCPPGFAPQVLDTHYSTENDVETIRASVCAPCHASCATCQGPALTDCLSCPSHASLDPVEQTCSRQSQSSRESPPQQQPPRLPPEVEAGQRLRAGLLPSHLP
EBV gp42 block – EBV gp42 inhibition; actives 0.42% (n = 220,000); Q1HVG2; AID 1085; inhibition, % (tested at 21.74 µM); Fluorescence polarization binding assay, mP read-out; in the data active means inhibition above about 50%
Target sequence (Q1HVG2 whole entry, looked up): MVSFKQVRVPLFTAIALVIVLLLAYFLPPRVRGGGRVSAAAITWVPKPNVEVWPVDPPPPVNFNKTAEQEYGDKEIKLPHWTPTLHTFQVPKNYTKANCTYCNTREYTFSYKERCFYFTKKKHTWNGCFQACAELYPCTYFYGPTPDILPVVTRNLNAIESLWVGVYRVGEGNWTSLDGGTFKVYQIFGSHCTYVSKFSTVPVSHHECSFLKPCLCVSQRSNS
Tb hexokinase – T. brucei hexokinase 1 inhibition; recombinant TbHK1, G6PDH-coupled NADH A340; inhibition, % at 10 µM; actives 0.11% (n = 220,000); AID 1430;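 active means inhibition of 50% or more in the single-dose primary screen; inactive means inhibition below 50%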
TRPN1 ag – zebrafish TRPN1 (NompC) channel agonism; HEK293 zebrafish TRPN1-YFP, Fluo-8 calcium fluorescence; 100% = response to 87 µM carbachol; activation, % at 3 µM; AID 1424; actives 0.18% (n = 220,000);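 active means activation above its plate's cutoff, the mean activation of test wells on that plate plus 3 SD, cut at about 19% in these data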;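 further: 0% = DMSO alone and 100% = 87 µM carbachol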
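Material – zebrafish TRPN1-YFP in HEK293 cells · Doses – 3 µM single point · Schedule – dye 1 h 37 °C plus 30 min RT · Signal – Fluo-8 calcium fluorescence, excitation 470-495 nm, emission 515-575 nm · Read-out – % activation versus carbachol response · Control set – carbachol high, DMSO low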
TRPML3 agonist – agonists of human TRPML3 channel; actives 0.29% (n = 220,000); Q8TDD5; HEK293 TRPML3-YFP, Fluo-8 calcium fluorescence; 100% = the carbachol control signal; activation, % at 3 µM;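 active means activation above its plate's cutoff, the mean activation of the plate's test wells plus 3 SD, cut at about 12% in these data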;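 further: 0% = DMSO only wells and 100% = carbachol wells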
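Material: HEK293 cells stably carrying human TRPML3-YFP; compound dosing: single dose, 3 µM final nominal compound, 0.3% DMSO final; incubation: 1-h 37 °C dye load, 5-s basal, 120-s post-compound reads; technique: Fluo-8 intracellular calcium fluorescence, excitation 470-495 nm, emission 515-575 nm; read-out basis: percent activation from peak-to-basal fluorescence ratio, scaled between DMSO and carbachol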
Starred values were filed as active, the others as inactive; i = inactive; . = no result given; [ ] = remark or other dose.

SMILES | thrombin 1536 | PPC-1+TRAIL kill | m-calpain inh | Cl transport mod | Furin inh | EBV gp42 block | Tb hexokinase | TRPN1 ag | TRPML3 agonist
CCC1=C(OC(=O)N(CC)CC)N2C(=O)OC(=NCCc3c[nH]c4ccccc34)[C@]2(Cc2ccccc2)[C@H]2C1=CC[C@H]1C(=O)N(c3ccccc3)C(=O)[C@H]12 | -1 | 24 | -61 | -0.4 | -29 | -14 | -31 | . | .
O=[N+]([O-])c1ccc(Cl)cc1NCCCN1CCOCC1 | 7 | -7 | 29 | 0.98 | -8 | -3 | -5 | 3.5 | -0.9
Cc1nnc2n1N=CC=C(c1ccccc1)S2 | -6 | -11 | -8 | 0.087 | -6 | 1 | 3 | 0.1 | -0.5
Cc1csc(SCC(=O)Nc2sc3c(c2C#N)CCC3)n1 | -4 | 2 | -41 | -1.1 | -16[20 µM] | -8 | -2 | -1.7 | -1.4
Cn1nc(-c2ccccc2)c2ncc(C(F)(F)F)cc21 | -11 | -15 | -71 | 0.03 | -9 | -6 | 6 | -0.2 | -1.2
CCOc1ccc(Nc2nc(N)nc(CN3CCN(c4ccccc4F)CC3)n2)cc1 | -3 | -8 | 7 | 0.41 | -13 | 3 | 0 | 0.1 | 1.9
COC(=O)[C@H](CCSC)NC(=O)NC1CC1 | -12 | -5 | -10 | 1.8 | -26 | -7 | 1 | -1.1 | 0.7
CC(=O)N1CCN(CCN=CC2=C(O)CC(c3ccc(Cl)cc3)CC2=O)CC1 (centres undefined) | -3 | 13 | -17 | 0.76 | -10 | -9 | 3 | 0.9 | 0.2
CS(=O)(=O)N1CCC(C(=O)NCc2ccc(F)cc2)CC1 | 0 | 15 | -23 | -0.25 | -30 | -5 | -11 | 1.4 | 0.9
CCCCCC(=O)Nc1ccccc1N1CCOCC1 | -3 | -16 | 4 | -0.25 | -16 | -3 | 5 | -0.6 | -0.8
Cc1cc(NC(=O)c2cc(-c3ccncc3)nc3c(C)cccc23)no1 | 2 | 8 | -171 | . | -13[20 µM] | -3 | -9 | 0.8 | -0.1
Cc1ccc(C(=O)NCC(=O)Nc2cccc(C(F)(F)F)c2)cc1 | -14 | -19 | -6 | -1.7 | -10 | 1 | 0 | -0.6 | 0.0
COc1ccc(Oc2c(Cl)cnn(-c3ccccc3)c2=O)cc1 | 3 | -12 | 26 | -4* | -9[20 µM] | -7 | -3 | -0.4 | -0.9
Cn1nc(C(=O)OCC(=O)c2ccc[nH]2)c2ccccc2c1=O | -6 | 22 | 19 | -0.49 | -14 | -6 | 7 | 0.5 | 0.1
COc1ccc(CC(=O)NCc2nc(-c3ccccc3)no2)cc1 | 0 | 22 | -12 | -1.4 | -26 | 2 | -2 | -0.6 | 0.6
Cc1cccc(OCC(=O)Nc2cccc3nsnc23)c1 | 2 | 6 | i | -0.0045 | -28[20 µM] | -9 | -4 | -1.2 | 0.3
O=C(/C=C1\SC(=O)N(CC(=O)Nc2ccc(Cl)cc2)C1=O)Nc1ccc(F)cc1 | -9 | 5 | 4 | 2.1 | -9 | -24 | -14 | 1.5 | 1.1
COc1cc(OC)cc(C(=O)Nc2cc(NC(=O)c3ccco3)ccc2OC)c1 | 1 | 11 | 14 | . | -19 | -3 | -5 | -1.4 | -1.2
C#CCNC(=O)C1=C[C@H](c2cn(C(C)=O)c3ccccc23)C[C@H](OCc2ccc(CO)cc2)O1 | -4 | 16 | 25 | -0.081 | -14 | -12 | -18 | 2.0 | 1.6
CC(C)CC(NC(=O)CCl)c1ccccc1 (centres undefined) | -7 | 11 | -11 | -0.84 | -16 | -10 | -2 | 1.6 | 0.5

Cl transport mod, hit marks shown above.
structure	thrombin 1536	m-calpain inh	Cl transport mod	Furin inh	EBV gp42 block	Tb hexokinase	TRPML3 agonist
COc1ccc(Oc2c(Cl)cnn(-c3ccccc3)c2=O)cc1	3	26	-4*	-9[20 µM]	-7	-3	-0.9

Next section:
SMILES | thrombin 1536 | PPC-1+TRAIL kill | m-calpain inh | Cl transport mod | Furin inh | EBV gp42 block | Tb hexokinase | TRPN1 ag | TRPML3 agonist
COc1ccc(S(=O)(=O)N2CCc3ccccc3C2)cc1 | -6 | 9 | 3 | -0.54 | -12 | -11 | 3 | -0.5 | 0.9
CCOC(=O)c1[nH]c2cc3c(cc2c1NC(=O)CN1CCCCC1C)OCO3 (centres undefined) | 1 | 18 | . | -1.8 | -48 | . | -31 | -0.6 | -0.5
Nn1cnnc1N/N=C\c1ccc(-c2ccccc2[N+](=O)[O-])o1 | -1 | 5 | 12 | 0.018 | -6 | -7 | 4 | 2.0 | 0.6
CCN(CC)S(=O)(=O)c1ccc(N2CCN(S(=O)(=O)c3ccccc3C#N)CC2)nc1 | -2 | 21 | -16 | 1.2 | -15[20 µM] | -9 | -5 | 0.1 | 0.2
Clc1ccc(CNc2ccc(CNc3ncn[nH]3)cc2)c(Cl)c1 | -8 | 15 | 3 | -1.2 | 7 | -12 | -8 | -0.5 | -0.4
CCc1ccc(N/C(N)=N/c2nc(CSc3ccccn3)cc(=O)[nH]2)cc1 | -14 | 1 | -5 | -0.2 | -13 | -2 | 4 | 1.5 | 1.3
CC(C)(C)c1nc(SCC(=O)N2CC(=O)Nc3ccccc32)c2ccccc2n1 | -4 | 10 | -20 | 0.2 | -33 | 14 | -1 | 0.1 | 0.1
CCOC(=O)C1(CCc2ccccc2)CCN(Cc2ccccn2)CC1 | 0 | -6 | 1 | . | -18 | -13 | -9 | -0.4 | 0.8
Cc1[nH]n(-c2ccc(Cl)cc2)c(=O)c1C=Nc1ccc(S(=O)(=O)N2CCOCC2)cc1 | 1 | 2 | -32 | . | -8 | -4 | -25 | 0.5 | 0.7
CN(C)C(=O)c1ccc(-c2n[nH]c(=O)c3ccccc23)cc1 | -13 | -4 | 3 | 0.2 | -13 | -13 | -4 | 0.1 | -0.5
CC(C)CCNC(=O)[C@@H](NC(=O)c1c(F)cccc1F)C(C)C | 0 | 0 | -23 | -0.011 | -10[20 µM] | -9 | -6 | -0.6 | 1.1
O=C(Cc1c(Cl)cccc1Cl)Nc1cccnc1 | -1 | -9 | 24 | 0.31 | -17 | -4 | 5 | 0.4 | 0.5
Cn1c(NC(=O)c2ccco2)c(-c2ccccc2Cl)c(=O)c2ccccc21 | 2 | 5 | 22 | -0.004 | -4 | 0 | 10 | 0.9 | 1.1
COC(=O)C(C(=O)Nc1cc(C)on1)C1CCCCCC1 (centres undefined) | 1 | 20 | 13 | -0.58 | -15[20 µM] | 2 | -2 | 0.4 | -0.9
COc1cccc(-c2nnc(SCC(=O)Nc3ccc(OC)c(OC)c3)n2N)c1 | -5 | 2 | 23 | 0.017 | -26 | -5 | 4 | 0.5 | 0.7
COCCn1nnnc1C(C(C)C)N(Cc1cccnc1)Cc1cc2cc(OC)ccc2[nH]c1=O (centres undefined) | -3 | 12 | -45 | 0.78 | -12 | -21 | -10 | -0.2 | 0.4
Cc1cccc(OS(=O)(=O)NC(=O)OCC2CCCN3CCCCC23)c1 (centres undefined) | 1 | . | 11 | -0.56 | -12 | 1 | 7 | 1.4 | 0.4
COc1ccccc1N1CCN(C(=O)c2ccc(S(=O)(=O)N3CCCCC3)cc2)CC1 | 1 | 3 | 19 | 0.12 | -21[20 µM] | -4 | -10 | 2.9 | 2.0
Cc1ccc(NCc2ccccc2O)cc1C | -1 | -9 | 1 | -1.1 | -25 | -6 | -5 | 0.4 | 0.4
COc1cccc(C2C(C(C)=O)=C(O)C(=O)N2CCc2c[nH]c3ccccc23)c1 (centres undefined) | 7 | -6 | -122 | . | -3[20 µM] | -10 | -15 | 0.9 | -0.6
Cc1ccc(NC(=O)CSc2nc3ccccc3c(=O)n2CCCN2CCCCC2)cc1Cl | -9 | 12 | 1 | -0.35 | -17 | -18 | 9 | -2.9 | 1.5
CN(CCOC(=O)CN1C(=O)c2ccccc2C1=O)C1=NS(=O)(=O)c2ccccc21 | 0 | 3 | 13 | -0.0077 | -22 | -17 | 0 | 0.6 | 0.7
Cc1nc2ccccn2c1C(=O)N/N=C/c1ccc([N+](=O)[O-])cc1 | -2 | 6 | -9 | 0.5 | -23 | -2 | -5 | 2.0 | 1.2
CCOC(=O)CCc1c(C)c2ccc(O)cc2oc1=O | -13 | 3 | i | . | -20[20 µM] | -9 | -27 | -0.7 | 0.2
N#C/C(=C\c1ccc(/C=C(/C#N)c2nn(CCO)c(N)c2C#N)cc1)c1nn(CCO)c(N)c1C#N | -2 | 12 | 24 | 0.91 | 0 | 12 | -10 | 0.3 | 0.7
Cc1csc(NC(=O)Nc2ccccc2[N+](=O)[O-])n1 | 10 | 48 | 12 | 1.2 | -12 | -20 | -4 | 3.1 | 1.5
CC(C)OC(=O)c1c(NC(=O)CCC(=O)O)sc2c1CCCCC2 | -2 | 17 | 0 | -2.5 | 12 | -8 | -10 | 0.5 | 0.7
c1ccc(Oc2nc(NCc3ccco3)nc(NCc3ccco3)n2)cc1 | 6 | 34 | 11 | -0.54 | -25 | -12 | 12 | -1.2 | -0.4
COC(=O)c1ccc(Nc2cc(C)nc3ccccc23)cc1 | -5 | 25 | 13 | . | 0 | -8 | -46 | 1.0 | 1.0
Cc1cc(N2CCN(S(=O)(=O)c3ccc(C)c(C)c3)CC2)c2ccccc2n1 | 2 | -12 | -7 | . | 0[20 µM] | 12 | -27 | -0.8 | -0.6
CCn1cc(CN2CCc3c([nH]c4ccccc34)C2c2ccc(F)c(OC)c2)c(C)n1 (centres undefined) | -5 | 4 | -124 | -1.5 | -23 | -1 | -15 | -2.0 | 0.0
COc1ccc(NC(=S)N2CCCC2c2ccc(OC)c(OC)c2)cc1 (centres undefined) | -2 | -18 | -23 | -0.54 | -26 | -9 | -3 | 0.1 | 0.4
COC(=O)CCCC1=CC2=C(c3ccccc3)C(=O)C(C)(OC(=O)C3CCCC3)C(=O)C2=CN1c1ccc(OC)cc1 (centres undefined) | -8 | 19 | -19 | 1.2 | -17 | -4 | -34 | . | .
CC(NC(=O)Cc1cccs1)C(c1cccs1)N1CCN(c2ccccc2F)CC1 (centres undefined) | -1 | 10 | -10 | -1.2 | -19 | -5 | 0 | -1.0 | -0.2
COc1ccc(-c2cc(C(F)(F)F)nc(SCC(=O)Nc3cc(C)on3)n2)cc1 | -1 | -11 | -58 | 0.87 | 5[20 µM] | -5 | 9 | 0.7 | 0.1
O=C(Cn1nc(-c2ccccc2)ccc1=O)NCCN1CCN(c2cccc(Cl)c2)CC1 | -4 | 7 | -28 | -1.1 | -13[20 µM] | -2 | -8 | -1.3 | -0.8
CN(C)c1nc2n(c(=O)n1)CCO2 | 2 | 7 | 7 | . | -18 | -12 | 3 | -0.4 | 0.7

Whole records as entered above:
Nn1cnnc1N/N=C\c1ccc(-c2ccccc2[N+](=O)[O-])o1 in the list: thrombin 1536 = -1; PPC-1+TRAIL kill = 5; m-calpain inh = 12; Cl transport mod = 0.018; Furin inh = -6; EBV gp42 block = -7; Tb hexokinase = 4; TRPN1 ag = 2.0; TRPML3 agonist = 0.6
CC(C)CC(NC(=O)CCl)c1ccccc1 (centres undefined) in the list: thrombin 1536 = -7; PPC-1+TRAIL kill = 11; m-calpain inh = -11; Cl transport mod = -0.84; Furin inh = -16; EBV gp42 block = -10; Tb hexokinase = -2; TRPN1 ag = 1.6; TRPML3 agonist = 0.5
